# Assay outcomes as filed in PubChem.
# 14-3-3 Bad inh: disrupts binding of bovine 14-3-3 zeta to phospho-Bad peptide | P63103 | TR-FRET 14-3-3zeta/Dy647-pBad peptide displacement, 1 h | inhibition, % at 21.7 µM | 220,000 tested, 0.71% active | AID 781;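 active = inhibition above about 70%, limit read from the data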;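 note: 0% = full 14-3-3 plus peptide FRET controls and 100% = background without 14-3-3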
# Cl transport mod: KCC2 (human) Cl- transport modulation | Q9H2X9 | KCC2 cells, thallium flux FluoZin-2 fluorescence | B-score of Tl+ flux slope (higher = more flux/activation; lower = inhibition) at 10 µM | 190,000 tested, 2.2% active | AID 1456;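 active = thallium flux slope and its plate-corrected score both differing from the plate sample mean at a set confidence after two filtering rounds, in either direction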;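 note: slope of fluorescence scaled to starting intensity during 10 to 20 s after thallium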
# Target sequence (Q9H2X9 whole entry, looked up): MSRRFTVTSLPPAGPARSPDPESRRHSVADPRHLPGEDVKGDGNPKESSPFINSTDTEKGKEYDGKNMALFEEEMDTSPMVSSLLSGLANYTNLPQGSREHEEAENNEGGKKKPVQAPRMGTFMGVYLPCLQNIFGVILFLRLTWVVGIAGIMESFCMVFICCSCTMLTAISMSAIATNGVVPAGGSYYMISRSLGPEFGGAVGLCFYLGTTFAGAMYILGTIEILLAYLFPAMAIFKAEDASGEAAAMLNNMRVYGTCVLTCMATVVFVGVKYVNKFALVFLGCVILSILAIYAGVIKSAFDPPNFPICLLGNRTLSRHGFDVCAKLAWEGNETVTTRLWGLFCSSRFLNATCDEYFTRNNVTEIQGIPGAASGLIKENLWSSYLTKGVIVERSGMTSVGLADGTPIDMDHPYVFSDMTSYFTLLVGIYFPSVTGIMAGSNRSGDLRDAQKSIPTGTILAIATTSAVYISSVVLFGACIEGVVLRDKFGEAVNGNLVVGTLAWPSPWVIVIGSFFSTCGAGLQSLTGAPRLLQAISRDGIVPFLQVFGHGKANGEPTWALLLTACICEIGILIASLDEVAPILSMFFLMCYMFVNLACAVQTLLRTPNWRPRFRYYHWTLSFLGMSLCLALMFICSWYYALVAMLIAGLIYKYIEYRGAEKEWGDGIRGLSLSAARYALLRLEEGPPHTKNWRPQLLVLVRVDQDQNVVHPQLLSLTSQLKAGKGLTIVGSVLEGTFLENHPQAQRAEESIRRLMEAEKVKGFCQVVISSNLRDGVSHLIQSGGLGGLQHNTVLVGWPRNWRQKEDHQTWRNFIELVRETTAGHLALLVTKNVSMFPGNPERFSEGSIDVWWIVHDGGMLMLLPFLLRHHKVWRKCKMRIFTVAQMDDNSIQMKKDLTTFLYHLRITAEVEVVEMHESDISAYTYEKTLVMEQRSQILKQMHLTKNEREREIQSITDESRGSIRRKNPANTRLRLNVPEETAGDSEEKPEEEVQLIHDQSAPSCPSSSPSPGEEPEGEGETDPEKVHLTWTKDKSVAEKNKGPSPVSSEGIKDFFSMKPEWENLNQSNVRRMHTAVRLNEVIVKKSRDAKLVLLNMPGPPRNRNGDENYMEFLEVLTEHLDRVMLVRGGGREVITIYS
# Thrombin inh: blocks human thrombin protease activity | AID 1046 | alpha-thrombin, Boc-VPR-AMC fluorogenic substrate cleavage | inhibition, % at 5 µM | 220,000 tested, 0.26% active | P00734;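 active = inhibition at or above 40%; inactive = inhibition below 40%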;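 note: 0% = enzyme with no compound and 100% = wells without enzyme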
#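 Material: human alpha-thrombin enzyme / Medium: pH 7.5 Tris (50 mM) with NaCl 150 mM, Tween 20 0.05% / Compound: single-point dosing at 5 µM, 0.2% DMSO / Incubation: enzyme reaction carried out at room temperature / Detection: AMC fluorescence, 355/460 nm / Read-out basis: percent inhibition scaled between no-compound controls and no-enzyme blanks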
# eIF4E-4G inh: blocks eIF4E binding to eIF4G; P63073+Q04637; TR-FRET eIF4E-eIF4GI(517-606) binding, 2 h; inhibition, % at 21.7 µM; 220,000 tested, 0.37% active;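 note: 0% = full FRET control wells and 100% = background wells lacking eIF4GI fragment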
# p47phox inh: blocks human p47phox regulatory protein of NADPH oxidases | 220,000 tested, 0.53% active | p47phox/p22phox peptide binding, fluorescence polarization, 2 h | inhibition, % at 24.7 µM | P14598;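 note: 0% = p47phox with labelled peptide and 100% = labelled peptide alone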
# Furin inhibitor: human furin inhibition; AID 463115; 220,000 tested, 0.061% active; purified furin, fluorogenic substrate cleavage; inhibition, % at 30 µM; P09958; in the data active = inhibition above about 25%; note: inactives centre near -15
# Rad51 HR inh: blocks human Rad51 in homologous recombination; AID 1385; Q06609; hRad51 DNA strand exchange, fluorescence dequenching; inhibition, % at 10 µM; 200,000 tested, 0.085% active;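 active = inhibition above 40% at the single screening dose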;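 note: 0% = DMSO control wells and 100% = blanks with heterologous ssDNA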
#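 Assay system: Human Rad51 nucleoprotein filaments preassembled on unlabelled ssDNA | Reagent: Donor/quencher-labelled 47-bp dsDNA substrate | Doses: One concentration, 10 µM final | Times: 37 °C 15-min filament assembly, 30-min compound preincubation, 15-min exchange | Technique: Fluorescein emission 520 nm, excitation 485 nm | Benchmarks: Plate control and blank wells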
# KLK5 inh: kallikrein 5 (human) inhibition | 210,000 tested, 0.59% active | Q9Y337 | inhibition, % at 5 µM | AID 873 | recombinant hK5, fluorogenic AMC substrate cleavage;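 active = inhibition of 40% or more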;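 note: 0% = enzyme controls without compound and 100% = no-enzyme blanks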
# EBV gp42 inh: EBV gp42 inhibition; Fluorescence polarization binding assay, mP read-out; inhibition, % (tested at 21.74 µM); 220,000 tested, 0.42% active; AID 1085; in the data active = inhibition above about 50%
# * = called active by the depositor; · = no result given; [ ] = dose if it differs, or a comment.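 Rule for the calls, unless noted: active = inhibition above about 30% (limit read from the data); inactive = the rest.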
SMILES,14-3-3 Bad inh,Cl transport mod,Thrombin inh,eIF4E-4G inh,p47phox inh,Furin inhibitor,Rad51 HR inh,KLK5 inh,EBV gp42 inh
O=c1cc(CCl)nc2sc3ccccc3n12,56,-1.8,-2,40*,8,-11,-9,2,21
CCOc1ccc(NS(=O)(=O)c2ccc(NC(C)=O)c(OC)c2)cc1,-8,0.027,-5,-7,-27,-19[20 µM],-1,-22,-5
COc1cccc(/C(O)=C2/C(=O)C(=O)N(CCN(C)C)C2c2ccc(Br)cc2)c1 (stereo unspecified),13,·,6,7,-12,-5,-1,-1,-9
COc1ccc(OC)c(S(=O)(=O)Nc2ccccc2SC)c1,-4,-0.058,-1,0,-7,-15[20 µM],-32,5,-18
O=S(=O)(NCC(O)COCc1ccco1)c1cccs1 (stereo unspecified),39,·,0,2,-11,·,-2,-1,11
Cc1cc(=O)[nH]c(SCC(=O)N2CCN(C(c3ccccc3)c3ccccc3)CC2)n1,-6,-0.64,4,1[fluorescence artefact?],-18,-8[20 µM],-5,-22,-32
Cc1cc(NC(=O)CCC(=O)N(Cc2ccco2)C(C)(C)C(=O)NC2CCCCC2)no1,-6[fluorescence artefact?],0.0027,-3,-1,5,12[20 µM],0,-6,-5
O=C(COc1ccc(Cl)cc1)Nc1cnn(Cc2c(Cl)cccc2Cl)c1,5,·,1,-9,-3,-4[20 µM],0,6,-10
COc1ccc(C(=O)Nc2ccccc2N2CCN(C(=O)C(C)C)CC2)cc1Cl,2,0.84,3,5,-9,9[20 µM],-2,-21,0
CC(C)(C)c1ccc(Cn2nnc3c(=O)[nH]c(C4CCN(C(=O)Cc5cccs5)CC4)nc32)cc1,7,0.17,9,2,-26,2,-3,118*,-2
CC(=O)O[C@@H]1[C@@]2(C)O[C@H]2CC[C@]23O[C@H]2[C@H](OC3=O)C2=C(C)C(=O)O[C@@]21O,3,0.42,-5,4,-3,-19,-3,-12,2
COc1ccccc1NS(=O)(=O)c1cccc(C(=O)NN=C2CCCC2)c1,-15,-0.27,-2,1,2,-25,23,1,2
CC(NC(=O)C1C(=O)N(CCO)C2(C)CC1c1ccccc1O2)c1ccccc1 (stereo unspecified),8,0.76,-1,-9,-10,-12,-2,4,-8
COc1ccc(/C=C/C(=O)c2cc(F)ccc2OC(=O)c2ccccc2C)cc1OC,-3[fluorescence artefact?],-0.031,-6,2,-7,-16,1,-4,-13
COc1ccc(S(=O)(=O)Nc2ccccn2)cc1OC,0,1.6,-22,1,-2,-19[20 µM],2,0,-20
CC(=O)Nc1ccc(S(=O)(=O)N2CCC(NC(=O)c3ccco3)CC2)cc1,5,-0.5,-15,-2,7,-10,-2,-11,7
Cc1ccc(CN2CCN(/N=C/C(Br)=C\c3ccccc3)CC2)cc1,0,-0.83,-27,3,-1,-15,·,-2,-23
Cc1ccc(-c2cccc(OC(=O)c3ccccc3F)c2)cc1,-6,0.65,0,-8,-13,-18[20 µM],·,4,-3
S=c1[nH]nc(-c2ccncc2)n1/N=C/C=C/c1ccco1,-1,0.25,37,14,-1,6,-17,30,-5
O=C(COc1ccc2ccc(=O)oc2c1)Nc1ccc2c(c1)OCCO2,-10,-0.27,0,4,-10,-26,7,-21,-40
N/C(=N\c1nc(CSc2ccc(Cl)cc2)cc(=O)[nH]1)Nc1cccc2ccccc12,0,0.87,-2,3,-3,-15[20 µM],·,6,-29
COc1ccc(Cn2c(=S)[nH]c3ccccc32)cc1,-3,11*,0,0,-8,-15,10,-21,-5
O=C(Nc1cccnc1)c1cccc(-c2cc3ccccc3oc2=O)c1,78*,-0.38,1,7,1,-15,0,-21,-28
COC(=O)C1CCN(C(=O)c2cc3ccccc3oc2=O)CC1,-3,·,-5,6,2,-21[20 µM],-2,-6,-13
CC1(C)OC(=O)C(=CNc2ccc(F)cc2)C(=O)O1,-3,0.33,4,-4[fluorescence artefact?],-3,1,-3,-10,-5
Cc1ccc(-c2nc3c(c(=O)[nH]c(=O)n3Cc3ccccc3)n2C)o1,36,0.13,-9,28,0,-20,-8,-8,10
Cc1ccc(C(=O)NC(NC(=S)Nc2ccc(S(N)(=O)=O)cc2)C(Cl)(Cl)Cl)cc1 (stereo unspecified),-6[fluorescence artefact?],-2.1,30,4,-30,-13,-15,44*,19
COC(=O)CSc1nc2ncccc2[nH]1,2[fluorescence artefact?],0.51,-6,-1[fluorescence artefact?],-6,-25[20 µM],-6,0,-3
COC(=O)c1nnn(-c2cccc(Cl)c2)c1C(=O)OC,-4,-0.9,-2,-2,3,-20,14,0,-8
COC(=O)Cn1c(CN2CCc3ccccc3C2)nc2c1c(=O)n(C)c(=O)n2C,4,1,-6,-5,2,-19,4,-13,-3

# Reprinted at random: 3 records from the list, in no set order.
SMILES,14-3-3 Bad inh,Cl transport mod,Thrombin inh,eIF4E-4G inh,p47phox inh,Furin inhibitor,Rad51 HR inh,KLK5 inh,EBV gp42 inh
Cc1ccc(C(=O)NC(NC(=S)Nc2ccc(S(N)(=O)=O)cc2)C(Cl)(Cl)Cl)cc1 (stereo unspecified),-6[fluorescence artefact?],-2.1,30,4,-30,-13,-15,44*,19
O=c1cc(CCl)nc2sc3ccccc3n12,56,-1.8,-2,40*,8,-11,-9,2,21
O=C(COc1ccc(Cl)cc1)Nc1cnn(Cc2c(Cl)cccc2Cl)c1,5,·,1,-9,-3,-4[20 µM],0,6,-10

# (list continues)
SMILES,14-3-3 Bad inh,Cl transport mod,Thrombin inh,eIF4E-4G inh,p47phox inh,Furin inhibitor,Rad51 HR inh,KLK5 inh,EBV gp42 inh
CCC1(C(=O)O)NC(c2cccc(OC)c2O)C2C(=O)N(c3ccccc3)C(=O)C21 (stereo unspecified),4,0.066,-10,2[fluorescence artefact?],-12,-24,4,-23,-15
OC(COc1ccc(C2C=CCC2)cc1)CN1CCCCC1 (stereo unspecified),-24,·,-8,-51,-9,-21,11,-14,-16
O=C(O)CC1(CC(=O)NCc2ccc(-c3cccs3)cc2)CCCCC1,1,-0.48,3,0,-16,-2,5,16,-13
COc1ccc(N=C2CCS(=O)(=O)c3sccc32)cc1,-8,0.071,·,0,-15,-38,-3,0,-9
COc1ccc(C(=O)Nc2ccccc2C(=O)NCCN2CCOCC2)cc1,-1[fluorescence artefact?],0.054,4,2,2,-10[20 µM],3,-21,-10
COc1ccc(-c2cc(C(F)(F)F)c(C#N)c(SCC(=O)O)n2)cc1,-15,-0.63,-8,1,-7,-53,-15,10,-16
Cc1cc(C)n(CCc2nc(-c3cccs3)cs2)n1,1,·,-1,-1,-12,3[20 µM],1,-17,-9
COc1ccc(NC(=O)N(Cc2cc3cc(OC)c(OC)cc3[nH]c2=O)CC2CCCO2)cc1 (stereo unspecified),-17,-1.7,-1,7,-1,-2,2,2,2
CCS(=O)(=O)c1ccc(O)c(NC(=O)COc2ccccc2)c1,-7,-0.7,-3,-1,-17,-19,·,-16,1
Cn1c(C(=O)N2CCN(C3CCCCC3)CC2)cc2c(=O)n(C)c3ccccc3c21,10,-0.12,0,-1,9,-23,4,-2,-19
CC(C)CCSc1nnc(Cn2c(=O)sc3ccccc32)n1C,5,-0.92,5,6,-7,-25,-5,-8,-20
CC(=O)Nc1sc(C)c(C)c1CN1CCN(Cc2ccccc2)CC1,-7,0.0065,2,-1,6,-16,31,-4,17
CCN1CCC(CNCc2cn(-c3ccc(OC)cc3)nc2-c2ccccc2Cl)C1 (stereo unspecified),10,1.4,0,3,-10,-20,·,·,2
COc1ccccc1N1CCN(S(=O)(=O)c2ccc3c4c(cccc24)C(=O)N3)CC1,-11,0.2,4,-9,-16,-14,-9,-7,-7
CN1CCC(OC(=O)c2ccco2)CC1,11,0.38,-2,-1,10,-24,7,7,-7
O=C(NC1CCCCC1)c1ccccc1NC(=S)NC(=O)C1CC1,-11,0.42,-1,15,-14,-18,9,12,-8
Clc1ccc(-c2n[nH]c3c2CCC3)cc1Cl,-2,0.029,-12,4,-18,-15[20 µM],-6,-1,11
Cc1cc(/C=C2\SC(=S)N(C)C2=O)c(C)n1-c1ccc(O)cc1,-6,0.028,-1,3,-48,-2,-40,2,35
CCO/N=C(/C)c1c(O)cc(-c2ccccc2)n(-c2ccccc2)c1=O,-18,0.68,-6,2,-12,-3,1,-21,-21
O=C(Nc1ccc(-c2nc3ccccc3o2)cc1)c1ccc(N2CCOCC2)c([N+](=O)[O-])c1,5[fluorescence artefact?],·,4,-7,-35,-10[20 µM],0,7,-5
COC(=O)c1sccc1NC(=O)/C=C/c1c(Cl)cccc1Cl,-8[fluorescence artefact?],0.73,2,-4[fluorescence artefact?],-7,-14[20 µM],-1,-6,-5
COc1ccc(-c2cc3nc4n(c(=O)c3s2)CCCCC4)cc1,2,-1,-1,-4,-7,-38,1,0,-10
C=CCN1C(c2ccc(OCC)cc2)=CS/C1=C(\C#N)c1nnc2n1CCCCC2,8[fluorescence artefact?],-5.8*,4,0[fluorescence artefact?],-6,1,3,12,-6
O=C(Cn1ccc2ccccc2c1=O)N1CCN(c2cccc(Cl)c2)CC1,-3,-1.2,0,3,-3,-25,-2,-1,-21
Cc1ccnc2nc(C(=O)Nc3nnc(-c4ccc(Cl)cc4)o3)nn12,8,2.4,3,-2,-15,-21,10,-18,20
CC(O)c1cc2c(cc1NC(=O)c1cnn3c1NC(c1ccco1)CC3C(F)(F)F)OCO2 (stereo unspecified),-2,·,-4,-2,2,-8[20 µM],10,14,-6
c1ccc(CSc2nnnn2-c2ccc3c(c2)OCCO3)nc1,7,0.45,-5,-3,-6,-12,-9,-1,-11
CC(C)OC(=O)/C(C#N)=C/c1cn(C)c2ccccc12,-8,-1.1,-4,-1,1,-5,6,3,2
COc1ccc(CC(=O)NCc2n[nH]c(=S)n2-c2ccccc2)cc1,4,-2,-8,4,·,-24,·,8,-10
CCOC(=O)CNC(=O)CSc1nnc(-c2cccc(OC)c2)n1CC,4[fluorescence artefact?],·,-5,9,-2,-12,-4,-12,-4
CN(C)C(=O)/C(=C\c1ccc(-c2cccc([N+](=O)[O-])c2)o1)NC(=O)c1ccccc1,-9,-2.2,5,-5,-7,-9,15,3,-5
O=C(O)CCC(=O)N1CCCC1,-5,-0.38,12,0,4,-11,-2,0,-12
O=C(O)c1ccc2c(c1)C(=O)N(NC(=O)c1ccc(O)cc1)C2=O,0[fluorescence artefact?],0.062,1,14,-7,-10,14,-13,-12
O=C1CCN(C(=O)Nc2ccccc2Cl)N1,5,0.12,3,4,-12,-16,1,-25,-5
CN(CCO)c1ncnc2c1sc1nc(N3CCOCC3)c3c(c12)CCC3,20,-0.38,-6,9,1,12,16,33,-7
Cc1ccc(-c2nnc(/C=C/c3ccccc3)o2)cc1,-16,-0.24,-3,10,-4,-13,6,6,3
CCCOC(=O)c1ccc(NC(=O)C(=O)NCCN(CC)CC)cc1,0,-0.27,-4,-2,-1,-18,-5,6,-8
CC(CC(=O)O)CC(=O)NNC(=O)c1cccc(Br)c1 (stereo unspecified),-6,0.58,-8,-2,1,4,·,·,-6
O=C(CCCCn1c(=O)[nH]c2ccccc2c1=O)NCc1ccc2c(c1)OCO2,-3[fluorescence artefact?],·,-7,-1[fluorescence artefact?],-8,0,2,11,-6
Cc1ccc(S(=O)(=O)Nc2nc3ccccc3nc2NCc2ccco2)cc1C,9,-1.7,-3,-1,-23,-21,·,0,13

# Compounds as they come. About 4.7% of those tested had a hit in this group.
